# Mcl1 Noxa PPI: disrupts binding of human Mcl-1 to Noxa peptide; TR-FRET Mcl-1/Noxa peptide binding, 2 h; AID 1022; 220,000 compounds, 1.5% hits; inhibition, % at 21.7 µM;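 active = compounds that cut the protein-peptide binding signal by more than 50% relative to plate controls in a single-dose test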;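 note: His-tagged Mcl-1 with rhodamine Noxa BH3 peptide and terbium anti-His antibody; 0% = Mcl-1 plus Noxa peptide wells and 100% = peptide-only wells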
# Target sequence (Q07820 whole entry, looked up): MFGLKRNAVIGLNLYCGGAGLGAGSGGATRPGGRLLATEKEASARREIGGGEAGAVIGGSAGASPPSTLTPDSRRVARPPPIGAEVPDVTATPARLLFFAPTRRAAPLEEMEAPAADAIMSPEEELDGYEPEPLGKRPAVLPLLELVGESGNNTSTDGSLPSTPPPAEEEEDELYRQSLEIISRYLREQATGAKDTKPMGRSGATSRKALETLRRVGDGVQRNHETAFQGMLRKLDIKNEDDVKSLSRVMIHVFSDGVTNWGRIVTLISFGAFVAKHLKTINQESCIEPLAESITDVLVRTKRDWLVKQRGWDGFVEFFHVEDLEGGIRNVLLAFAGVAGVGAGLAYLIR
# Rab2 wt GTP: changes GTP binding to wildtype dog Rab2A, up or down; AID 760; GST-Rab2 wt beads, Bodipy-GTP binding, flow cytometry; 190,000 compounds, 0.19% hits; GTP binding activity, % at 10 µM;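 active = GTP binding activity at least 20 points away from 100%, either lowered or raised; inconclusive = signal likely due to the compound's own green fluorescence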;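 note: 0% = beads with excess unlabeled GTP and 100% = no-compound control corrected for plate trend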
# ABCB1 inh: blocks JC-1 efflux by human ABCB1 transporter; inhibition, % at 6.6 µM; 190,000 compounds, 0.067% hits; CCRF-Adr cells, flow cytometry; in the data active = inhibition above about 40%;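 note: 0% = vehicle and 100% = reference inhibitor; higher value means more JC-1 retained so stronger ABCB1 efflux block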
# Rac1 wt modul: human Rac1 wildtype GTP binding, inhibitors and activators. AID 757. 190,000 compounds, 0.27% hits. GTP binding activity (% of control), % at 10 µM. P63000. GST-Rac1 beads, fluorescent GTP binding, flow cytometry; actives lie on both sides; 0 = cold GTP competed, 100 = untreated;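 active = GTP binding activity at least 20 points away from the 100% control level, either lower or higher; inconclusive = compound flagged as likely green fluorescent, judged across all proteins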
# Rac1 act GTP bind: human Rac1 activated mutant GTP binding change | P63000 | GST-Rac1 activated beads, fluorescent GTP binding, flow cytometry; actives lie on both sides; 100% means binding = to untreated wells | percent activity (GTP binding), % at 10 µM | 190,000 compounds, 0.11% hits;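 active = GTP binding at least 20 percentage points away from the 100% baseline, in either direction, so actives lie on both sides; inconclusive = Compound likely fluorescent itself, or too few beads counted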
# ABCG2 block: human ABCG2 inhibition, ABCB1 as counter-screen. IgMXP3 cells, JC-1 efflux, flow cytometry. Q9UNQ0. inhibition, % at 6.6 µM. 190,000 compounds, 0.1% hits;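 active = inhibition above 80%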;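 note: 0% = DMSO and 100% = nicardipine control wells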
#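 Test system: ABCG2 IgMXP3 and barcoded ABCB1 CCRF-Adr cell mix; Schedule: cells with compound and JC-1, 10 min at 25 °C, rotating, no wash; Technique: flow cytometry of retained JC-1 fluorescence; Measure: % inhibition of efflux relative to nicardipine and DMSO; Controls: nicardipine high and DMSO low controls.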
# Rab7 wt GTP bind: alters GTP binding to wildtype dog Rab7; GTP binding activity (percent of control), % at 10 µM; 190,000 compounds, 0.055% hits; AID 758; GST-Rab7 beads, fluorescent GTP binding, flow cytometry; actives lie on both sides; untreated = 100%, excess cold GTP = 0%;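 active = fluorescent GTP binding to Rab7 beads changed by at least 20 points from the 100% baseline, either direction, mostly lower; inconclusive = compound itself probably fluorescent, or too few beads counted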;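 note: median green fluorescence of bound Bodipy-FL-GTP per Rab7 bead population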
# HRas wt GTP: modulators of GTP binding to human HRas wildtype; P01112; GST-Ras wt beads, Bodipy-FL-GTP binding, flow cytometry; actives lie on both sides; GTP binding activity, % at 10 µM; 190,000 compounds, 0.14% hits;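 active = GTP binding activity at least 20% away from the 100% baseline, either lowered as inhibitor or raised as activator; inconclusive = flagged as likely green fluorescent, judged across all proteins in the well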;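 note: 0% = unlabeled GTP competition control and 100% = no-compound control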
# Target sequence (P01112 whole entry, looked up): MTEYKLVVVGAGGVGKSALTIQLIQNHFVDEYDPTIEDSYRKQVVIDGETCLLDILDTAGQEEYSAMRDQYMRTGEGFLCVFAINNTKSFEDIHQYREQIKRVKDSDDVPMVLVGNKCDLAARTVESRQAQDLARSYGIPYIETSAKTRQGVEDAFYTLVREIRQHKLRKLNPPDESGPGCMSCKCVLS
# Pf gametocyte: inhibitors of late stage P. falciparum gametocyte viability. P. falciparum stage V gametocytes, ATP luminescence, 24 h. inhibition, % at 10.9 µM. 150,000 compounds, 0.065% hits. AID 743093;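 active = inhibition above the mean plus 3 SD of compounds within the control limits, set per campaign, cut at about 38% in these data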;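 note: 0% = DMSO wells and 100% = medium only without gametocytes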
# Avidin fluor: compound fluoresces at 488/530 nm on avidin beads; compound fluorescence 488/530 nm, flow cytometry; active compounds read high; fluorescence (KMESF) at 10 µM; 220,000 compounds, 0.38% hits; AID 1775; in the data active = fluorescence above about 47; note: inactives centre near 10
# Cdc42 wt: modulators (inhibitors or activators) of GTP binding to human Cdc42 wildtype | P60953 | GST-Cdc42 beads, Bodipy-GTP binding, flow cytometry; actives lie on both sides | percent activity (GTP binding), % at 10 µM | 190,000 compounds, 0.2% hits;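 active = percent activity GTP binding at least 20 points away from the 100% baseline, either down as inhibitor or up as activator; inconclusive = compound flagged as likely green fluorescent from well-wide comparison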;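 note: median bead fluorescence of bound Bodipy-FL-GTP at 100 nM; 0% = excess unlabeled GTP control and 100% = no compound control; below 100% means less GTP binding so inhibitor and above means activator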
# Target sequence (P60953 whole entry, looked up): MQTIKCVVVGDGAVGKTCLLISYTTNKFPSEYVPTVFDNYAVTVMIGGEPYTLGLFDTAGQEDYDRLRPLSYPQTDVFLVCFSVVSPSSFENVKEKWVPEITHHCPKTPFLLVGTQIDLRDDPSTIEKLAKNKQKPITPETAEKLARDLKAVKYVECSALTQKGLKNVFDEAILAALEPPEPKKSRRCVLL
# Numbers without * were called inactive; ? = inconclusive; . = not tested or not shown.
SMILES,Mcl1 Noxa PPI,Rab2 wt GTP,ABCB1 inh,Rac1 wt modul,Rac1 act GTP bind,ABCG2 block,Rab7 wt GTP bind,HRas wt GTP,Pf gametocyte,Avidin fluor,Cdc42 wt
CC(=O)N(c1ccc(Br)cc1)C1C=CS(=O)(=O)C1 (stereo not given),6,97,0.3,102,96,1,99,98,.,10,99
O=C1c2ccccc2C(=O)N1CC(O)Cn1nnc2ccccc21 (stereo not given),-6,103,0.2,107,102,0,99,101,0,5,104
Cc1ccnc(NS(=O)(=O)c2ccc(NC(=O)c3cc(-c4ccccc4)nc4ccccc34)cc2)n1,-46,99,-2.6,103,98,-3,100,100,8,14,101
O=C(c1cc(N2C(=O)C3C4CCC(C4)C3C2=O)ccc1Cl)N1CCCCCC1 (stereo not given),11,100,1.8,102,99,6,106,101,.,23,100
O=C(NCc1ccc(N2CCCC2=O)cc1)c1cn(Cc2ccccc2)nn1,-29,99,0.5,101,96,1,97,101,.,12,100
O=[N+]([O-])c1cc(C(F)(F)F)ccc1N1CCN(CCO)CC1,-5,99,-0.1,107,99,1,103,99,-3,24,100
Cc1cc(C=O)c(C)n1-c1ccc(NC2CCCCC2)c([N+](=O)[O-])c1,12,96,-2.4,98,97,1,99,99,-71,18,100
Cc1cc(C)c2nc(SCC(=O)NCC3CCCO3)c(C#N)cc2c1 (stereo not given),-49,90,-0.1,92,92,1,99,92,.,9,89
NS(=O)(=O)c1cccc(NC(=O)CN2CCC(Cc3ccccc3)CC2)c1,1,96,-0.5,92,94,-1,95,94,.,27,97
COc1ccc(C(=O)Nc2nnc(CCS(=O)(=O)c3ccc(C)cc3)s2)cc1,-7,98,0.5,101,96,3,98,97,25,25,100
COc1cc(NC(=O)COC(=O)C=C(C)C)c(C)cc1[N+](=O)[O-],4,96,0.6,95,96,13,104,100,-16,9,103
CCCCC(C(=O)O)C(C)CC(=O)Nc1cccc(C(=O)O)c1 (stereo not given),1,97,0.5,99,96,1,96,101,.,29,102
CCOC(=O)C1CCN(C(=O)CCc2c(C)nc3cc(-c4ccc(OC)cc4OC)nn3c2C)CC1,8,93,0.3,96,92,0,94,94,-6,9,97
COc1ccc(CCNC(=O)C2CCN(S(=O)(=O)N3CCOCC3)CC2)cc1OC,2,100,0.3,97,93,0,101,101,14,18,101
COc1ccccc1CN(C(=O)CCl)C(C(=O)NC1CCCCC1)c1ccncc1 (stereo not given),35,97,0.7,104,96,1,98,98,.,13,101
CC(=O)N1CCOCCOCCN(C(C)=O)CCOCC1,-2,97,0.3,90,96,1,97,93,22,10,93
NS(=O)(=O)c1ccc2c(c1)oc(=O)c1cc(S(N)(=O)=O)ccc12,12,96,-0.3,98,96,-2,95,95,-23,11,96
OCCN(CCO)CC(O)COc1ccc(C23CC4CC(CC(C4)C2)C3)cc1 (stereo not given),30,101,-0.1,101,103,0,100,99,.,6,97
Cc1ccc(S(=O)(=O)Oc2ccc(/C=C(/NC(=O)c3ccccc3)C(=O)Nc3ccccc3)cc2)cc1,-5,98,-2.4,98,98,-2,96,99,.,12,100
CCCC(=O)Nc1ccc2oc(=O)ccc2c1,4,102,0.4,101,97,2,107,102,13,6,98
Cc1cccc(CN2C(=O)N/C(=C/c3cc(C)n(-c4cc(C)ccn4)c3C)C2=O)c1,9,103,3.1,107,101,5,101,102,.,6,102
Cc1[nH]c2ccccc2c1C(=O)CSc1nncn1C,-2,102,0.2,102,99,0,100,102,.,22,101
O=C(Nc1nc(-c2ccccc2)cs1)c1ccc(N2CCOCC2)c([N+](=O)[O-])c1,2,98,-0.6,103,98,-4,100,99,.,25,101
O=C(Nc1ccccc1N1CCOCC1)c1ccc(Br)o1,11,103,0.5,107,102,41,101,102,-10,7,107
O=C(CSc1nnc(CNc2ccc(Cl)cc2)o1)Nc1nc2ccccc2s1,-9,100,0.2,102,98,2,99,101,-8,6,103
COc1nnc(-c2ccc(C)c(S(=O)(=O)NCCO)c2)c2ccccc12,17,100,0.7,98,97,0,102,100,.,9,101
COc1ccc(/C=C2\N=C(SC)NC2=O)cc1,15,91,-0.1,94,94,3,94,94,.,31,93
CC1CCN(C(=O)CSc2ccc(-c3cccc([N+](=O)[O-])c3)nn2)CC1,9,98,1.6,98,95,7,101,97,2,8,99
Cc1cc([N+](=O)[O-])ccc1NCc1ccccc1,-13,100,0.6,105,99,4,101,101,.,7,101
CC(C)Cc1cc(C(=O)N2CCC(N3CCC(C(=O)NC4CC4)CC3)CC2)n[nH]1,3,98,0.9,97,96,10,101,97,10,10,97
Clc1cccc(Oc2cnc3ccccc3n2)c1,-2,?,0.2,?,?,2,?,?,0,7,?
COc1cccc(CN2C(=O)CCC2(C)C(=O)NC2CCCCCC2)c1 (stereo not given),15,101,1.1,101,98,2,103,106,-2,23,103
CCOC(=O)c1ccc(NC(=O)CSc2nnc(CNc3ccc(C)cc3)n2C)cc1,14,99,1.0,100,97,4,96,99,.,10,100
CC(C)(C)NS(=O)(=O)c1ccc(NS(=O)(=O)c2ccc(F)cc2)cc1,16,98,0.7,94,94,2,97,94,.,6,92
COc1ccc(Br)cc1/C=C/C(=O)Nc1ccc2ccccc2c1,-8,99,-0.6,100,101,-5,102,100,-5,1,96
CCn1cc(CN2CCCC(C(=O)c3ccc(-c4ccccc4)cc3)C2)cn1 (stereo not given),7,97,5.2,101,96,4,101,99,-18,10,98
O=C(NCCN1CCOCC1)c1cc2cc(Br)ccc2oc1=O,13,105,0.3,106,102,2,103,104,.,5,106
CCn1nc(C)c(CNC(=O)CCc2nnc(Cc3c[nH]c4ccccc34)o2)c1C,8,96,-0.6,95,94,3,93,94,13,6,95
CC(=O)NN1C(=O)/C(=C\c2ccc(C)cc2)SC1=S,-7,107,0.3,104,100,1,106,105,.,35,105
CCOC(=O)/C(C#N)=C1/SC(CCO)C(=O)N1c1ccccc1 (stereo not given),26,98,-0.2,103,95,0,97,98,-3,23,101
COc1cc(NC(=O)C2CCCCN2)ccc1OCC(C)C (stereo not given),-2,95,0.2,93,91,1,93,97,.,11,95
O=C(CSc1nnnn1-c1ccccc1)NC(=O)Nc1ccc2c(c1)OCCO2,-3,97,0.5,96,98,2,95,97,.,13,96
Cc1ccc(-c2nnn(CC(=O)N3CCN(c4ccccc4)CC3)n2)o1,-4,102,0.2,103,101,1,97,100,-6,5,101
Cc1ccc(Oc2ccccc2/C=C2\SC(=O)N(C)C2=O)cc1,-3,103,0.8,101,98,4,102,103,-8,22,102
CCOc1ccc(NC(=O)CC2C(=O)N(c3cccc(OC)c3)C(=O)N2C(C)C)cc1 (stereo not given),15,96,0.9,98,96,2,94,97,.,5,96
CCn1cc(Br)c(C(=O)Nc2cccc(Cl)c2)n1,-2,101,0.7,101,99,4,99,102,.,8,101
COc1ccc(NC(=O)CSc2cccc3cccnc23)c(OC)c1,17,102,0.7,104,101,4,103,103,-19,3,102
COc1ccc2[nH]c(O)c(NC(C)=O)c2c1,8,93,0.2,99,95,1,90,99,-7,29,100
CCc1nn2c(=O)cc(COc3ccc(/C=C4\C(=N)N5N=C(C)SC5=NC4=O)cc3)nc2s1,77*,87,-1.2,92,89,-7,93,88,0,8,84
CCOC(=O)N1CCN(C(=O)Cn2c(=O)sc3ccccc32)CC1,12,?,0.3,?,?,1,?,?,.,10,?
CCC1(CC)C(=O)NC(=O)NC1=NCCc1ccc(O)cc1,9,102,0.1,103,101,0,98,101,.,75*,106
COCCOC(=O)c1c(C)oc2ccc(NS(=O)(=O)c3ccc(C(=O)O)cc3)cc12,28,95,0.5,98,96,1,99,96,-11,22,98
COC(=O)CN(C(=S)Nc1ccc(Cl)cc1)C1CC(=O)N(c2ccc(OC)cc2)C1=O (stereo not given),5,101,0.5,102,100,4,98,102,.,8,103
COc1ccc(NS(=O)(=O)c2cc(OC)ccc2NC(=O)c2cc(C)oc2C)cc1,8,96,-0.1,93,93,-1,97,95,.,4,95
Cc1cc(NC(=O)CCC(=O)N(CCC(C)C)C(C(=O)NC2CCCC2)c2cccnc2)no1 (stereo not given),6,103,0.7,103,99,6,103,104,14,10,101
Cc1cccc(NC(=O)N2CCCC2C(=O)NCc2cccs2)c1 (stereo not given),-20,101,0.1,102,98,0,102,101,.,7,100
C/C(=N\NC(=O)c1ccncc1)c1cc2ccccc2o1,5,92,1.1,98,93,14,92,95,.,12,95
COc1ccccc1-c1c(C(F)(F)F)oc2cc(OCC(=O)Nc3ccccc3C(F)(F)F)ccc2c1=O,-11,100,6.2,101,97,40,101,101,-36,10,101
O=C(Nc1ccc(Cc2ccncc2)cc1)C1CCC(N2C(=O)C3CCCCC3C2=O)CC1 (stereo not given),11,98,3.3,93,92,4,94,98,-6,7,93
COc1ccc(/C=N/N2C(=O)C3C4C=CC(C4)C3C2=O)cc1[N+](=O)[O-] (stereo not given),-10,98,0.5,102,96,2,104,100,6,10,97

# A draw from above in order of number of heavy atoms, rising:
SMILES,Mcl1 Noxa PPI,Rab2 wt GTP,ABCB1 inh,Rac1 wt modul,Rac1 act GTP bind,ABCG2 block,Rab7 wt GTP bind,HRas wt GTP,Pf gametocyte,Avidin fluor,Cdc42 wt
Cc1ccc(-c2nnn(CC(=O)N3CCN(c4ccccc4)CC3)n2)o1,-4,102,0.2,103,101,1,97,100,-6,5,101
COc1ccc(CCNC(=O)C2CCN(S(=O)(=O)N3CCOCC3)CC2)cc1OC,2,100,0.3,97,93,0,101,101,14,18,101
CCOC(=O)c1ccc(NC(=O)CSc2nnc(CNc3ccc(C)cc3)n2C)cc1,14,99,1.0,100,97,4,96,99,.,10,100
COc1ccccc1-c1c(C(F)(F)F)oc2cc(OCC(=O)Nc3ccccc3C(F)(F)F)ccc2c1=O,-11,100,6.2,101,97,40,101,101,-36,10,101

# (listing goes on)
SMILES,Mcl1 Noxa PPI,Rab2 wt GTP,ABCB1 inh,Rac1 wt modul,Rac1 act GTP bind,ABCG2 block,Rab7 wt GTP bind,HRas wt GTP,Pf gametocyte,Avidin fluor,Cdc42 wt
COc1ccc(CCNC(=O)CSc2ccc(-c3ccco3)nn2)cc1OC,9,97,0.5,100,97,0,98,97,-13,24,101
Cc1ccc(S(=O)(=O)CC(=O)N2CCCC2)cc1,8,97,1.3,96,93,10,95,93,.,35,101
CCN(CC)S(=O)(=O)c1cccc(-c2nnc(SCC(N)=O)n2CCc2ccccc2)c1,3,96,1.1,101,97,25,99,98,.,38,101
O=C(/C=C/c1ccccc1)NNC(=O)c1cccc(Cl)c1,.,93,1.2,88,92,6,92,95,1,10,96

# Source: PubChem (several laboratories)
